TROY signal inh: TROY signaling inhibition. Q293 LMP1-TROYcd NF-kB luciferase reporter, 4 h. inhibition, % at 10 µM. 360,000 compounds, 0.98% hits;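 active = compounds whose plate-normalised and pattern-corrected inhibition of the luciferase reporter signal at the single screening dose is 50% or more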
NOD2-RIPK2 inh: inhibitors of human NOD2-RIPK2 interaction; CHO BLA complementation NOD2-RIPK2, CCF4 ratio; inhibition, % at 4.98 µM; 360,000 compounds, 0.38% hits; AID 624267; in the data active = inhibition above about 21%;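 note: 0% = vehicle only and 100% = reference blocker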
TWEAK Fn14 block: inhibitors of TWEAK-Fn14 interaction signaling; TWEAK-stimulated Fn14 reporter cells, luciferase luminescence, 8 h; inhibition, % at 10 µM; 360,000 compounds, 2% hits; in the data active = inhibition above about 50%
COUP-TFII inh: NR2F2 (human) inhibition, primary screen; inhibition, % at 8.6 µM; 370,000 compounds, 0.7% hits; P24468; HEK293T NGFI-A luciferase reporter, luminescence;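 active = inhibition above a per-plate cutoff, mean inhibition of test wells between control levels plus 3 SD, cut at about 38% in these data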;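 note: cells cotransfected with COUP-TFII expression vector driving the NGFI-A reporter; 0% = median of COUP-TF2 test wells and 100% = reporter-only cells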
LRH-1 inv ag: NR5A2 inverse agonism in reporter assay; 360,000 compounds, 0.13% hits; AID 602396; HEK293T StAR-luciferase reporter, LRH-1 transfected, 24 h; inhibition, % at 3.6 µM; O00482;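 active = inhibition above the mean inhibition of all tested compounds plus 3 SD, cut at about 73% in these data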;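 note: 0% = DMSO wells and 100% = reporter-only cells lacking LRH-1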
C8 TRAIL sens: caspase-8 TRAIL sensitization. 360,000 compounds, 1% hits. inhibition (viability loss, TRAIL sensitization), % at 10 µM. NB7+C8 cells + TRAIL, ATPlite viability luminescence. AID 624354;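 active = compounds causing at least 50% loss of cell viability in the single-dose screen, relative to plate controls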
TLR9-MyD88 block: TLR9-MyD88 interaction inhibition | inhibition, % at 4.98 µM | CHO BLA complementation TLR9-MyD88, CCF4 FRET ratio | 340,000 compounds, 0.21% hits;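 active = inhibition above the mean over all tested compounds plus 3 SD, cut at about 21% in these data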;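 note: 0% = DMSO only wells and 100% = clavulanate BLA inhibitor control wells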
NCOA2 inhibitor: inhibits human steroid receptor coactivator 2; Q15596; HEK293 GAL4-SRC2 luciferase reporter, luminescence; inhibition, % at 9 µM; 370,000 compounds, 0.17% hits; AID 651957;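 active = inhibition above the mean inhibition of all tested compounds plus 3 SD, set per campaign, cut at about 52% in these data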;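 note: 0% = DMSO treated cells and 100% = cells given Gossypol at 36 µM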
SRC3 inh: human NCOA3 inhibition; Q9Y6Q9; HEK293 GAL4-SRC3 luciferase reporter, luminescence; inhibition, % at 3.6 µM; 360,000 compounds, 0.17% hits; AID 588352;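 active = inhibition above a per-campaign cutoff, the mean of all compounds plus 3 SD, cut at about 60% in these data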;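 note: 0% = DMSO-treated cells and 100% = gossypol-treated cells at 36 µM; higher means less SRC3-driven luciferase light from the GAL4 reporter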
SRC1 inh: inhibitors of human steroid receptor coactivator 1 (SRC1). 360,000 compounds, 0.12% hits. HEK293 GAL4-SRC1 luciferase reporter, luminescence. AID 588354. inhibition, % at 3.6 µM. Q15788;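 active = inhibition above the campaign mean plus 3 SD, with each screening campaign given its own cutoff, cut at about 60% in these data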;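 note: 0% = DMSO treated cells and 100% = gossypol at 36 µM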
EBV LMP1 NFkB: inhibitors of Epstein-Barr LMP1-induced NF-kappaB reporter; AID 504558; inhibition, % at 12.5 µM; LMP1-induced NF-kappaB luciferase reporter cells, luminescence; 350,000 compounds, 0.69% hits; in the data active = inhibition above about 41%;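 note: 0% = neutral control wells and 100% = reference inhibitor control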
Starred values were filed as active, the others as inactive. The list is partial. The share of hits here may be higher or lower than overall.

CCN(CC)CCn1c2c(c(SCC(=O)Nc3nc4ccccc4s3)nc1=O)CCCC2 was read as TROY signal inh 11, NOD2-RIPK2 inh 5, TWEAK Fn14 block 18, COUP-TFII inh 5, LRH-1 inv ag 8, C8 TRAIL sens 12, TLR9-MyD88 block 5, NCOA2 inhibitor -6, SRC3 inh -11, SRC1 inh 2 and EBV LMP1 NFkB -3.
For Cc1ccc(Cl)cc1N1CCN(CC(O)COCc2ccco2)CC1 (stereo unspecified) the results were TROY signal inh 11, NOD2-RIPK2 inh 2, TWEAK Fn14 block 0, COUP-TFII inh 5, LRH-1 inv ag 5, C8 TRAIL sens -1, TLR9-MyD88 block 13, NCOA2 inhibitor 2, SRC3 inh 3, SRC1 inh -12 and EBV LMP1 NFkB -2.
NCC[C@H](O)C(=O)N[C@@H]1C[C@H](N)[C@@H](O[C@H]2O[C@H](CN)[C@@H](O)[C@H](O)[C@H]2O)[C@H](O)[C@H]1O[C@H]1O[C@H](CO)[C@@H](O)[C@H](N)[C@H]1O was read as TROY signal inh -15, NOD2-RIPK2 inh -7, TWEAK Fn14 block 31, COUP-TFII inh 1, LRH-1 inv ag -25, C8 TRAIL sens 28, TLR9-MyD88 block -8, NCOA2 inhibitor -5, SRC3 inh -14, SRC1 inh -11 and EBV LMP1 NFkB -2.
For CCOc1ccc(NC(=O)CN(C)C(=O)C2CCCO2)cc1OCC (stereo unspecified) the results were TROY signal inh 12, NOD2-RIPK2 inh 2, TWEAK Fn14 block 13, COUP-TFII inh 26, LRH-1 inv ag -5, C8 TRAIL sens -7, TLR9-MyD88 block -5, NCOA2 inhibitor 5, SRC3 inh 16, SRC1 inh -24 and EBV LMP1 NFkB -4.
COc1ccc(OC)c(S(=O)(=O)Nc2ccccc2C(=O)O)c1 was read as TROY signal inh 8, NOD2-RIPK2 inh 0, TWEAK Fn14 block 5, COUP-TFII inh 8, LRH-1 inv ag -1, C8 TRAIL sens 1, TLR9-MyD88 block -3, NCOA2 inhibitor -8, SRC3 inh -12, SRC1 inh 8 and EBV LMP1 NFkB 9.
CC(N=Cc1cccc(O)c1O)c1ccccc1 (stereo unspecified) was read as TROY signal inh -3, NOD2-RIPK2 inh 7, TWEAK Fn14 block 9, LRH-1 inv ag -1, C8 TRAIL sens -10, TLR9-MyD88 block -1, SRC3 inh -12, SRC1 inh -8 and EBV LMP1 NFkB 1.
Nc1nnc(CSCc2ccccc2Cl)s1 was read as TROY signal inh -18, NOD2-RIPK2 inh -11, TWEAK Fn14 block 0, COUP-TFII inh -4, LRH-1 inv ag -7, C8 TRAIL sens -7, TLR9-MyD88 block 12, NCOA2 inhibitor 2, SRC3 inh 5, SRC1 inh -8 and EBV LMP1 NFkB -8.
`COC(=O)c1c(C(=O)OC)c2ccncn2c1Cl` gave TROY signal inh 18, NOD2-RIPK2 inh -11, TWEAK Fn14 block 4, COUP-TFII inh 2, LRH-1 inv ag 0, C8 TRAIL sens 7, TLR9-MyD88 block 3, NCOA2 inhibitor 24, SRC3 inh 10, SRC1 inh 1 and EBV LMP1 NFkB -12.
COc1ccc(NC(=O)COC(=O)CN2C(=O)C3CCCCC3C2=O)cc1OC (stereo unspecified) was read as TROY signal inh -7, NOD2-RIPK2 inh -22, TWEAK Fn14 block -3, COUP-TFII inh 0, LRH-1 inv ag -15, C8 TRAIL sens -14, TLR9-MyD88 block -5, NCOA2 inhibitor 0, SRC3 inh 26, SRC1 inh 12 and EBV LMP1 NFkB -7.
Screening OC(COC(c1ccccc1)c1ccccc1)CN1CCc2ccccc2C1 (stereo unspecified) returned TROY signal inh 4, NOD2-RIPK2 inh -10, TWEAK Fn14 block 13, COUP-TFII inh -3, LRH-1 inv ag 0, C8 TRAIL sens 8, TLR9-MyD88 block -13, NCOA2 inhibitor 15, SRC3 inh 9, SRC1 inh 4 and EBV LMP1 NFkB 0.
Screening CC1(C)Cc2cccc(OCC(=O)N3CCN(c4ccc(F)cc4)CC3)c2O1 returned TROY signal inh 2, NOD2-RIPK2 inh -18, TWEAK Fn14 block -5, COUP-TFII inh -18, LRH-1 inv ag -6, C8 TRAIL sens 0, TLR9-MyD88 block -2, NCOA2 inhibitor 6, SRC3 inh -10, SRC1 inh -26 and EBV LMP1 NFkB -7.
Screening Cc1ccc(NS(=O)(=O)c2ccc3c(c2)NC(=O)CCS3)c(Cl)c1 returned TROY signal inh 10, NOD2-RIPK2 inh -2, TWEAK Fn14 block -3, COUP-TFII inh -2, LRH-1 inv ag 4, C8 TRAIL sens 15, TLR9-MyD88 block -3, NCOA2 inhibitor 6, SRC3 inh -3, SRC1 inh -4 and EBV LMP1 NFkB -4.
O=C(CNc1cccc2ccccc12)N/N=C/c1cccc(Oc2ccccc2)c1 was read as TROY signal inh 21, NOD2-RIPK2 inh 0, TWEAK Fn14 block 31, COUP-TFII inh 3, LRH-1 inv ag 8, C8 TRAIL sens -8, TLR9-MyD88 block -3, NCOA2 inhibitor -29, SRC3 inh -1, SRC1 inh -17 and EBV LMP1 NFkB 10.
`COc1ccc(-c2nn(CCC#N)cc2/C=N/O)cc1OC` gave TROY signal inh 9, NOD2-RIPK2 inh -5, TWEAK Fn14 block -10, COUP-TFII inh -1, LRH-1 inv ag -1, C8 TRAIL sens 0, TLR9-MyD88 block 4, NCOA2 inhibitor -29, SRC3 inh 1, SRC1 inh -8 and EBV LMP1 NFkB 1.
OCCC1CN(Cc2cc3ccccc3o2)CCN1Cc1ccc(F)cc1 (stereo unspecified) was read as TROY signal inh 7, NOD2-RIPK2 inh -5, TWEAK Fn14 block -4, COUP-TFII inh -24, LRH-1 inv ag -2, C8 TRAIL sens -6, TLR9-MyD88 block 6, NCOA2 inhibitor -51, SRC3 inh 4, SRC1 inh 2 and EBV LMP1 NFkB -6.
Screening Cc1ccccc1OCCOC(=O)c1c(-c2ccccc2)noc1C returned TROY signal inh 24, NOD2-RIPK2 inh -6, TWEAK Fn14 block 14, COUP-TFII inh 13, LRH-1 inv ag 11, C8 TRAIL sens 15, TLR9-MyD88 block 10, NCOA2 inhibitor -17, SRC3 inh -7, SRC1 inh 0 and EBV LMP1 NFkB 0.
`CCOC(=O)CCc1cnccc1-c1cccc(OC)c1O` gave TROY signal inh -13, NOD2-RIPK2 inh 16, TWEAK Fn14 block -11, COUP-TFII inh -10, LRH-1 inv ag -15, C8 TRAIL sens -9, TLR9-MyD88 block 5, NCOA2 inhibitor -9, SRC3 inh 4, SRC1 inh -1 and EBV LMP1 NFkB 4.
Screening Cc1nnc(SCc2ccccc2)n(N)c1=O returned TROY signal inh -17, NOD2-RIPK2 inh 14, TWEAK Fn14 block 2, COUP-TFII inh -20, LRH-1 inv ag 0, C8 TRAIL sens -2, TLR9-MyD88 block 3, NCOA2 inhibitor -5, SRC3 inh 7, SRC1 inh 11 and EBV LMP1 NFkB 5.
`Cc1ccc(NS(=O)(=O)c2cc(C(=O)N(C)C)ccc2C)cc1C` gave TROY signal inh 9, NOD2-RIPK2 inh -4, TWEAK Fn14 block -11, COUP-TFII inh 14, LRH-1 inv ag 13, C8 TRAIL sens -2, TLR9-MyD88 block 6, NCOA2 inhibitor 11, SRC3 inh -1, SRC1 inh 3 and EBV LMP1 NFkB -4.
For Cn1c(N)c(C(=O)COC(=O)c2ccc(C(F)(F)F)cc2)c(=O)n(C)c1=O the results were TROY signal inh 8, NOD2-RIPK2 inh -4, TWEAK Fn14 block 12, COUP-TFII inh 4, LRH-1 inv ag -21, C8 TRAIL sens 15, TLR9-MyD88 block -4, NCOA2 inhibitor -2, SRC3 inh -17, SRC1 inh 8 and EBV LMP1 NFkB 2.
Screening CC1CCCN(C(c2cccs2)c2nnnn2Cc2ccccc2)C1 (stereo unspecified) returned TROY signal inh 3, NOD2-RIPK2 inh -2, TWEAK Fn14 block -1, COUP-TFII inh 10, LRH-1 inv ag 3, C8 TRAIL sens 9, TLR9-MyD88 block 7, NCOA2 inhibitor -7, SRC3 inh -28, SRC1 inh 6 and EBV LMP1 NFkB -12.
For O=C(c1ccc2c(c1)C(=O)N(Cc1ccco1)C2=O)N1CCOCC1 the results were TROY signal inh -2, NOD2-RIPK2 inh -3, TWEAK Fn14 block -28, COUP-TFII inh -2, LRH-1 inv ag -7, C8 TRAIL sens 5, TLR9-MyD88 block 8, NCOA2 inhibitor -8, SRC3 inh 8, SRC1 inh 7 and EBV LMP1 NFkB 0.
C=CCNC(=O)Cn1c(=O)c2c(ncn2CCC(C)C)n(Cc2ccccc2)c1=O was read as TROY signal inh -1, NOD2-RIPK2 inh -6, TWEAK Fn14 block -1, COUP-TFII inh -15, LRH-1 inv ag -2, C8 TRAIL sens 3, TLR9-MyD88 block -1, NCOA2 inhibitor -18, SRC3 inh -8, SRC1 inh -10 and EBV LMP1 NFkB -24.
For O=C(Cn1cc(SCc2ccc(Cl)cc2)c2ccccc21)N1CCOCC1 the results were TROY signal inh -65, NOD2-RIPK2 inh -1, TWEAK Fn14 block -11, COUP-TFII inh -16, LRH-1 inv ag -27, C8 TRAIL sens -5, TLR9-MyD88 block -6, NCOA2 inhibitor -17, SRC3 inh -59, SRC1 inh -24 and EBV LMP1 NFkB -30.
For CSc1cc(-c2ccccc2)n(Cc2ccc(Cl)cc2Cl)c(=O)c1C#N the results were TROY signal inh -10, NOD2-RIPK2 inh 1, TWEAK Fn14 block -2, COUP-TFII inh 14, LRH-1 inv ag 12, C8 TRAIL sens 1, TLR9-MyD88 block -14, NCOA2 inhibitor -10, SRC3 inh 6, SRC1 inh -6 and EBV LMP1 NFkB -3.
For CN(C)CCCN1C(=O)CSC1c1ccccc1 (stereo unspecified) the results were TROY signal inh -19, NOD2-RIPK2 inh -5, TWEAK Fn14 block -15, COUP-TFII inh -22, LRH-1 inv ag -7, C8 TRAIL sens 13, TLR9-MyD88 block 7, NCOA2 inhibitor 1, SRC3 inh -20, SRC1 inh -11 and EBV LMP1 NFkB 7.
`O=C(NC1CCOC1=O)OCc1ccccc1` (stereo unspecified) gave TROY signal inh -8, NOD2-RIPK2 inh -15, TWEAK Fn14 block -13, COUP-TFII inh -6, LRH-1 inv ag 11, C8 TRAIL sens 1, TLR9-MyD88 block 15, NCOA2 inhibitor -4, SRC3 inh -5, SRC1 inh 19 and EBV LMP1 NFkB -1.
`CC(OC(=O)c1cc(Cl)ccc1[N+](=O)[O-])C(=O)NC(C)c1ccc(F)cc1` (stereo unspecified) gave TROY signal inh 1, NOD2-RIPK2 inh -3, TWEAK Fn14 block 39, COUP-TFII inh 8, LRH-1 inv ag 8, C8 TRAIL sens -1, TLR9-MyD88 block 3, NCOA2 inhibitor -2, SRC3 inh 17, SRC1 inh -5 and EBV LMP1 NFkB 6.

Already shown: entries from further up.
For CSc1cc(-c2ccccc2)n(Cc2ccc(Cl)cc2Cl)c(=O)c1C#N the results were TROY signal inh -10, NOD2-RIPK2 inh 1, TWEAK Fn14 block -2, COUP-TFII inh 14, LRH-1 inv ag 12, C8 TRAIL sens 1, TLR9-MyD88 block -14, NCOA2 inhibitor -10, SRC3 inh 6, SRC1 inh -6 and EBV LMP1 NFkB -3.
For CN(C)CCCN1C(=O)CSC1c1ccccc1 (stereo unspecified) the results were TROY signal inh -19, NOD2-RIPK2 inh -5, TWEAK Fn14 block -15, COUP-TFII inh -22, LRH-1 inv ag -7, C8 TRAIL sens 13, TLR9-MyD88 block 7, NCOA2 inhibitor 1, SRC3 inh -20, SRC1 inh -11 and EBV LMP1 NFkB 7.
